Bioassay records from PubChem.
E coli Lon inh: inhibitors of E. coli Lon protease. P0A9M0. purified E. coli Lon protease, fluorescence polarization. inhibition, % at 7.94 µM. 360,000 compounds, 0.42% hits. AID 602123; in the data active = inhibition above about 13%, passing the limit was not always enough;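 also: 0% = enzyme with probe and DMSO and 100% = no enzyme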
DNMT1 block: inhibitors of human DNMT1; AID 588458; 360,000 compounds, 0.83% hits; DNMT1 molecular beacon, Hinp1I cleavage, fluorescence; inhibition (reported as % activation of signal), % at 10 µM; in the data active = inhibition above about 50%
Scp1 inh: inhibitors of human Scp-1 phosphatase; Q9GZU7; Recombinant Scp1, phosphopeptide, malachite green phosphate absorbance; 340,000 compounds, 0.88% hits; AID 493091; inhibition, % at 20 µM;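 active = inhibition above about 50% at 20 µM, limit read from the data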;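 also: plate controls were DMSO wells with enzyme for no effect and wells lacking enzyme for full effect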
Target sequence (Q9GZU7 76-261 limits assumed): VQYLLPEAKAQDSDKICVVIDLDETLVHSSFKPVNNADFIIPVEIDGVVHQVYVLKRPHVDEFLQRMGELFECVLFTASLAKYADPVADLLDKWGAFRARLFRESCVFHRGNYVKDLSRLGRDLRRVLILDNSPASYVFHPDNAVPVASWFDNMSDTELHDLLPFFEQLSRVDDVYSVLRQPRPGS
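Test system: SCP-1 phosphatase catalytic domain, residues 76-261; measured by: colorimetric phosphate reagent with accelerator and stabiliser, absorbance at 630 nm; timing: enzyme reaction 45 min at room temperature, colour 5 min, stabilisation 30 min; also added: Phosphorylated 17-residue peptide substrate; compound dosing: one concentration, 20 µM, with 1.0% DMSO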
STEP block: blocks human striatal-enriched tyrosine phosphatase; P54829; recombinant STEP, OMFP fluorogenic substrate, fluorescence; inhibition, % at 20 µM; 360,000 compounds, 0.25% hits; AID 588621;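 active = inhibition at 20 µM, scaled per plate between control wells, above about 37%, limit read from the data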;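 also: 0% = DMSO with enzyme and substrate and 100% = substrate only without enzyme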
Target sequence (P54829 whole entry, looked up): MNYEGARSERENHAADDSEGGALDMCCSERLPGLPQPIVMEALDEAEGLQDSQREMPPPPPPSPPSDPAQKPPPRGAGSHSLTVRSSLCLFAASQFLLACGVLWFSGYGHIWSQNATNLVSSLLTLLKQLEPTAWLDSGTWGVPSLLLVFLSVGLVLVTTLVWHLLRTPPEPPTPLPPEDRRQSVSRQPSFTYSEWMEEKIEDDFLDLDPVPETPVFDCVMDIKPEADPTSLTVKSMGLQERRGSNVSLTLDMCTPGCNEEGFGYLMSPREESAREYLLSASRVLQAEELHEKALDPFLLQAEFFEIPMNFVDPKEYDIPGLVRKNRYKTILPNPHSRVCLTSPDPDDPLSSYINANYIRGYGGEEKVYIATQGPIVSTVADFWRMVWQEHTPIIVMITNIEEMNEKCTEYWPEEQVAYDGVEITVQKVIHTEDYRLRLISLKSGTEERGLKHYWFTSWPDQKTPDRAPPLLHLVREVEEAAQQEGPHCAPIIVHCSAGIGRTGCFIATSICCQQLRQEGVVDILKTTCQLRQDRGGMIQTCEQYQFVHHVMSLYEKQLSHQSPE
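Material: STEP (striatal-enriched tyrosine phosphatase) enzyme, cell-free; Compound dosing: 20 µM single dose in 1% DMSO; Technique: fluorescence read at 480 nm ex / 540 nm em; Times: reaction 20 min, ambient temperature; Medium: 50 mM Bis-Tris pH 6.0 with 2.5 mM DTT and 0.005% Tween 20; Also added: OMFP at 25 µM.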
MsrA inhibitor: bovine MsrA inhibition; purified bovine MsrA, absorbance read-out; inhibition, % at 15.5 µM; 360,000 compounds, 0.75% hits; in the data active = inhibition above about 4.5%;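 also: 0% = vehicle wells with enzyme and 100% = reference inhibitor wells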
CendR NRP1 mod: alters CendR peptide binding to human NRP-1. FAM-RPARPAR peptide binding to NRP-1, fluorescence polarization. AID 602438. inhibition, % at 25 µM. O14786. 360,000 compounds, 0.85% hits;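 active = inhibition or corrected inhibition above about 18%, plus a signal ratio from 0.5 to 1.5, limit read from the data, passing the limit was not always enough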; also: strong numbers were not always called active
TbMetRS inhib: Trypanosoma brucei MetRS inhibition; purified T. brucei MetRS, ATP depletion, Kinase-Glo luminescence; AID 624268; 360,000 compounds, 0.4% hits; inhibition, % at 11.9 µM;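 active = inhibition above a per-plate cutoff of the control wells' mean inhibition plus 3 SD, cut at about 5.5% in these data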;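 also: 0% = DMSO wells median and 100% = median of wells with control inhibitor compound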
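Test system – parasite MetRS enzyme · Reagent – substrates ATP, L-methionine and bulk Escherichia coli tRNA · Doses – 11.9 µM compound single dose, 0.9% DMSO · Times – 15 min enzyme-compound preincubation, 2 h reaction, 10 min detection, 25 °C · Signal – Kinase-Glo luminescence, ATP depletion format · Controls – DMSO-only wells as low control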
MsrA act: activators of bovine methionine sulfoxide reductase A. purified bovine MsrA, absorbance read-out. activation, % at 10.6 µM. 360,000 compounds, 0.3% hits; in the data active = activation above about 7.5%;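 also: 0% = vehicle and 100% = reference activator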
LMPTP block: LMPTP (human) inhibition. AID 651560. 360,000 compounds, 0.22% hits. recombinant LMPTP-A, OMFP fluorogenic substrate, fluorescence intensity. inhibition, % at 20 µM. P24666;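 active = compounds that cut the enzyme signal by at least half of the control window in the single-dose screen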;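 also: plate controls were DMSO wells with enzyme plus substrate for no effect and substrate without enzyme for full effect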
Target sequence (P24666 whole entry, looked up): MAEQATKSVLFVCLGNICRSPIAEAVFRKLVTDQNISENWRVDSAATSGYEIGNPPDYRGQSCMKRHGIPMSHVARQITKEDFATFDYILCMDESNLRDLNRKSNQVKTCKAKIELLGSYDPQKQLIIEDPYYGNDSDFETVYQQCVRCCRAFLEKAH
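Buffer or medium: Bis-Tris pH 6.0, DTT, detergent; Assay system: LMPTP-A enzyme; Quantity: 0.625 nM enzyme; Detection: endpoint fluorescence intensity; Times: 50 min dark incubation at room temperature; Controls: substrate-only low control, DMSO enzyme-plus-substrate high control; Doses: single 20 µM dose; Read-out: percent inhibition versus substrate-only and uninhibited controls; Reagent: 400 µM OMFP.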
SUMO1 PPI mod: SUMO1-SIM interaction modulation | P63165 | SUMO1 binding to a labelled peptide, TR-FRET, 1 h | inhibition, % at 20 µM | 360,000 compounds, 0.33% hits | AID 602429; in the data active = inhibition above about 37%
Target sequence (P63165 whole entry, looked up): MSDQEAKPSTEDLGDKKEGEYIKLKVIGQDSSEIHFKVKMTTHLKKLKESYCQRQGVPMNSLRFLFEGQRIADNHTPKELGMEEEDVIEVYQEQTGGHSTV
An asterisk follows results filed as active; · = no result given.

1) COc1ccc(C(=O)COC(=O)c2cncc(Br)c2)cc1
2) CCc1ccc(-c2nc(CN3CCC(C(=O)NCc4ccccc4OC)CC3)c(C)o2)cc1
3) COC(C[C@@H](O)[C@H](C)[C@H](O)COCc1ccccc1)OC
4) Cc1ccc(C(=O)CCC(=O)NC2=NCCS2)cc1
5) CC(C)[C@H](NC(=O)N1CCn2c1nc1ccccc12)C(=O)NCc1ccccc1Cl
6) COc1cccc(CNC(=O)CSc2cc(=O)n(C)c3ccccc23)c1
7) COc1ccc(CCC(=O)N2CCN(c3ccccc3)CC2)cc1OC
8) Cc1cc(C(=O)Nc2ccc(S(=O)(=O)Nc3nccs3)cc2)c(C)o1

compound no.,1,2,3,4,5,6,7,8
E coli Lon inh,1,-12,-2,-22,2,-2,5,-3
DNMT1 block,-9,-4,10,0,-3,3,0,3
Scp1 inh,-12,-2,-10,0,-2,-13,-4,-11
STEP block,-2,0,-2,1,-1,-1,-3,-2
MsrA inhibitor,1.3,0.1,0.8,0.6,-1.4,2.3,0.8,-0.3
CendR NRP1 mod,16,-2,19*,-8,0,-12,4,-7
TbMetRS inhib,0.3,-0.6,-0.2,-0.2,-0.3,-0.3,-0.1,-0.1
MsrA act,-5,1,1,-2,-3,4,-2,-5
LMPTP block,0.1,0.4,-1.5,2.5,0.0,-1.0,-0.4,1.5
SUMO1 PPI mod,-4,-1,1,-1,4,4,-6,22

9) COc1cccc(C(=O)N(Cc2nc(-c3ccc(C)cc3)no2)C(C)C)c1
10) Cc1ccc(N2C(=O)C3CCCN3C2=S)cc1 (centres undefined)
11) Cn1c(=O)c2c(nc(N/N=C/c3ccco3)n2C)n(C)c1=O
12) Cc1cccc(OCCCC(=O)Nc2ccc(S(N)(=O)=O)cc2)c1
13) COc1ccc(Nc2nnc(SCC(=O)c3cc4ccccc4o3)s2)cc1
14) Cn1nc(OCc2ccccc2)ccc1=O
15) CC(=O)NC(=O)c1cnn(-c2ccccc2)c1N
16) O=C(O)c1cccc2c1-c1ccc([N+](=O)[O-])cc1C2=O

compound no.,9,10,11,12,13,14,15,16
E coli Lon inh,9,-1,-4,-1,-8,3,-2,-7
DNMT1 block,-3,-1,0,1,-3,4,1,6
Scp1 inh,-6,-2,-1,-5,-7,-8,10,0
STEP block,0,0,0,1,2,2,0,-1
MsrA inhibitor,1.0,0.3,6.2*,2.0,0.5,0.2,-0.9,3.0
CendR NRP1 mod,-6,1,2,-1,2,-3,36*,7
TbMetRS inhib,-0.8,-0.9,0.1,-0.6,-0.7,-0.6,0.0,-0.3
MsrA act,-1,-3,1,3,-2,1,-3,-1
LMPTP block,1.5,-0.4,0.7,-0.2,2.7,-1.0,-0.7,-0.8
SUMO1 PPI mod,1,2,4,2,-9,1,-5,-18

17) Cc1ccc(C2=N/C(=C\c3ccc(OS(=O)(=O)c4ccc(C)cc4)cc3)C(=O)O2)cc1
18) O=C(NCc1n[nH]c(=S)n1-c1ccc(F)cc1)c1ccco1
19) O=C(CC1C(=O)NCCN1Cc1ccc(Cl)c(F)c1)NC1CCCCC1 (centres undefined)
20) O=C(CN1C(=O)CC(c2ccco2)Sc2ccccc21)Nc1ccccc1F (centres undefined)
21) O=C(Nc1ccc(N2CCCC2)cc1)c1ccc(Cl)cc1Cl
22) COc1ccc(N2CC(C(=O)NNC(=O)c3ccc(Br)cc3)CC2=O)c(OC)c1 (centres undefined)
23) CCN1CCN(C(=O)c2ccc(Cl)c(S(=O)(=O)N3CCCCCC3)c2)CC1
24) COC(=O)[C@]1(Cc2ccccc2)N[C@H](CN(C)C(=O)Nc2ccccc2)[C@@H]2C(=O)N(C)C(=O)[C@@H]21

compound no.,17,18,19,20,21,22,23,24
E coli Lon inh,-7,-3,1,-7,-10,-3,2,-7
DNMT1 block,6,1,-6,2,18,1,2,2
Scp1 inh,-3,-1,-17,10,-2,-6,-10,-11
STEP block,6,1,1,1,2,1,-5,-1
MsrA inhibitor,1.7,0.0,1.9,0.9,0.6,1.1,-0.5,0.2
CendR NRP1 mod,-6,11,6,-50,-2,-1,-4,-11
TbMetRS inhib,0.7,0.1,-0.1,0.3,0.1,-0.1,0.3,-1.4
MsrA act,-3,1,-2,-1,-5,-3,-4,-2
LMPTP block,0.1,-2.2,-1.6,2.0,-1.7,-1.2,-0.4,-2.1
SUMO1 PPI mod,6,-2,5,6,5,2,1,1

25) COc1ccc(N(CC(=O)NC(C)C)C(=O)CCC(=O)Nc2ccccn2)cc1
26) CCC(CC)c1nnc(NC(=O)c2cc([N+](=O)[O-])ccc2N2CCOCC2)s1
27) O=C(CCCN1C(=O)/C(=C/c2ccccc2)SC1=S)NCCCn1ccnc1
28) O=C(COc1ccc2c3c(c(=O)oc2c1)CCC3)Nc1ccccn1
29) O=C(N/N=C/c1ccccn1)c1cccc([N+](=O)[O-])c1
30) Cc1cccc(Nc2nnc(-c3ccc(N4CCOCC4)c([N+](=O)[O-])c3)c3ccccc23)c1
31) Cc1ccn2cc(-c3ccc(NC(=O)c4ccco4)cc3)nc2c1
32) CN(C)C=Nc1ccc2nn(-c3ccccc3)nc2c1

compound no.,25,26,27,28,29,30,31,32
E coli Lon inh,-2,0,0,7,5,3,-9,-3
DNMT1 block,3,0,3,-14,0,-8,1,-16
Scp1 inh,-6,10,-5,-11,-1,2,-3,-7
STEP block,-2,-2,1,3,-1,5,-3,0
MsrA inhibitor,1.2,-0.3,1.4,0.3,0.0,1.7,2.9,0.4
CendR NRP1 mod,4,15,4,-20,-8,18,-19,13
TbMetRS inhib,0.0,-0.4,-1.3,-0.2,0.5,0.0,-1.3,-0.2
MsrA act,1,-9,-10,-4,-6,-3,-7,-4
LMPTP block,-0.3,0.3,0.8,0.1,-1.0,5.2,1.9,-0.1
SUMO1 PPI mod,-2,-29,-41,51*,-17,-17,14,-15

33) CCOC(=O)C1CCN(C(=O)c2ccc(N3CCOCC3)c([N+](=O)[O-])c2)CC1
34) O=C(CSc1ccc(F)cc1)NC(=O)c1ccccc1
35) COc1ccc(CN(C)C(C)C(=O)Nc2cccc3ccccc23)cc1 (centres undefined)
36) COC(=O)C1(Cc2cc(-c3ccccc3)no2)CCN(C(=O)OC(C)(C)C)CC1
37) Cc1ccc(CNC(=O)C2CCCN(S(=O)(=O)N3CC(C)CC(C)C3)C2)cc1 (centres undefined)
38) COc1ccc(N(CC(=O)NCCC2=CCCCC2)S(C)(=O)=O)cc1OC
39) COc1cc(C2C(c3ccccc3)C(c3cc(OC)cc(=O)o3)C2c2ccccc2)oc(=O)c1 (centres undefined)
40) CC1(O)CC2CC1C(C(=O)O)C2C(=O)O (centres undefined)

compound no.,33,34,35,36,37,38,39,40
E coli Lon inh,-6,10,13,-9,0,-9,30,-2
DNMT1 block,1,-1,0,4,0,0,-3,15
Scp1 inh,30,·,-3,-12,-7,-8,10,5
STEP block,1,-2,-1,3,-3,-3,-2,-1
MsrA inhibitor,1.1,-1.3,-0.7,-0.3,1.1,-0.6,-1.5,-0.9
CendR NRP1 mod,10,-4,-4,0,8,-8,1,-8
TbMetRS inhib,-0.3,0.0,-1.1,-0.1,-0.5,-0.5,-0.6,-0.3
MsrA act,-3,-1,1,-2,1,-4,-3,1
LMPTP block,-0.4,0.1,1.4,0.2,-0.9,-0.7,0.2,-0.4
SUMO1 PPI mod,-17,0,-3,2,-1,-1,4,3

41) CC(C(=O)Nc1ccc(S(=O)(=O)N2CCOCC2)cc1)N1C(=O)C2CC=CCC2C1=O (centres undefined)
42) CC(C)(C)NCc1cc(Cl)ccc1OCc1cccs1
43) COc1cc(S(=O)(=O)N2CCCCCC2)c(OC)cc1Br
44) O=C(CCNS(=O)(=O)c1cccc2nsnc12)NCc1ccccc1Cl
45) O=c1nc(N/N=C/C=C/c2ccccc2)cn[nH]1
46) Cc1ccc(-n2nc3c(=O)n(C(C)C(=O)NCc4ccc5c(c4)OCO5)nc(C)c3c2C)cc1 (centres undefined)
47) C[C@H](CO)N1C[C@H](C)[C@@H](CN(C)C(=O)Nc2ccc3c(c2)OCCO3)OCc2cnnn2CCCC1=O
48) CS(=O)(=O)N1N=C(c2cccs2)CC1c1ccc(F)cc1 (centres undefined)

compound no.,41,42,43,44,45,46,47,48
E coli Lon inh,-4,-25,4,3,-1,-9,-3,-2
DNMT1 block,-3,-21,0,0,2,2,4,-4
Scp1 inh,0,-1,-6,-7,-9,-1,·,-4
STEP block,0,0,-2,1,3,0,-3,-2
MsrA inhibitor,2.3,-0.7,-0.4,-1.1,1.5,1.1,-0.7,-0.5
CendR NRP1 mod,13,9,3,3,-8,3,-9,-39
TbMetRS inhib,-0.7,-1.0,-1.9,-0.6,-0.6,-0.2,-1.0,-0.2
MsrA act,-3,-2,-4,-1,-5,-2,-2,-2
LMPTP block,-0.1,-0.4,0.5,0.0,-1.6,0.7,-3.1,1.6
SUMO1 PPI mod,3,2,-2,-18,-14,1,7,-3

49) CCOC(=O)CN=C1CC(C)(C)CC2=C1Sc1ncnc(N(C)C)c1N2
50) Cc1cc(Nc2ccc3c(c2)OCCO3)c2ccccc2n1
51) O=C(NC1CCCCC1)c1cc(S(=O)(=O)N2CCCCC2)ccc1N1CCOCC1
52) COc1ccccc1C(=O)NNC(=O)CCC(=O)NCc1ccccc1
53) OCc1cc(-c2ccccn2)no1

compound no.,49,50,51,52,53
E coli Lon inh,6,-11,20*,-7,-1
DNMT1 block,-7,-2,2,0,4
Scp1 inh,-4,-6,-10,-9,-3
STEP block,7,1,-1,-1,0
MsrA inhibitor,·,0.3,1.5,-1.0,-0.5
CendR NRP1 mod,-28,18,0,9,-8
TbMetRS inhib,-0.7,0.1,-0.4,-0.3,-0.1
MsrA act,-4,-5,-6,-2,-1
LMPTP block,-0.3,39,-0.8,-1.4,0.9
SUMO1 PPI mod,-13,-1,0,-1,-3

Copied from above: nos. 47–50
47) C[C@H](CO)N1C[C@H](C)[C@@H](CN(C)C(=O)Nc2ccc3c(c2)OCCO3)OCc2cnnn2CCCC1=O
48) CS(=O)(=O)N1N=C(c2cccs2)CC1c1ccc(F)cc1 (centres undefined)
49) CCOC(=O)CN=C1CC(C)(C)CC2=C1Sc1ncnc(N(C)C)c1N2
50) Cc1cc(Nc2ccc3c(c2)OCCO3)c2ccccc2n1

compound no.,47,48,49,50
E coli Lon inh,-3,-2,6,-11
DNMT1 block,4,-4,-7,-2
Scp1 inh,·,-4,-4,-6
STEP block,-3,-2,7,1
MsrA inhibitor,-0.7,-0.5,·,0.3
CendR NRP1 mod,-9,-39,-28,18
TbMetRS inhib,-1.0,-0.2,-0.7,0.1
MsrA act,-2,-2,-4,-5
LMPTP block,-3.1,1.6,-0.3,39
SUMO1 PPI mod,7,-3,-13,-1
